Screening results from PubChem BioAssay.
KKLEB cytotox – CF airway cell cytotoxicity counter-screen; activity change (cytotoxicity), % at 5 µM; KKLEB CF airway cells viability, ATPlite luminescence, overnight; stronger effect = lower value; cells stimulated with P. aeruginosa culture filtrate; 0.36% of 360,000 active;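 active = corrected activity change at or below -50% at 5 µM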
TRAIL sens C8 – sensitizes caspase-8 expressing cells to TRAIL. 1% of 360,000 active. NB7+C8 cells + TRAIL, ATPlite viability luminescence. AID 624354. inhibition (viability loss, TRAIL sensitization), % at 10 µM;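 active = compounds causing at least 50% loss of cell viability in the single-dose screen, relative to plate controls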
MITF TRPM1 inh – reduces MITF-dependent TRPM1 promoter luciferase signal; SK-MEL-5 TRPM1 promoter luciferase, 24 h; 0.83% of 330,000 active; inhibition, % at 12.5 µM;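 active = mean inhibition across replicates of 60% or more, whatever share of single replicates reaches that level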; also: values of inactives mirror those of a sister screen read the other way
NR2E3 ag-1 – activates human photoreceptor nuclear receptor NR2E3 | inhibition of corepressor binding, % at 4.78 µM | 0.12% of 320,000 active | Q9Y5X4 | GST-NR2E3/biotin-RetCOR TR-FRET, 1536-well | AID 2300;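 active = percent inhibition above the cutoff of mean plus 3 SD of all tested compounds, set per screening campaign, cut at about 20% in these data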;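 also: 0% = DMSO wells and 100% = biotin wells as full block of FRET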
Target sequence (Q9Y5X4 whole entry, looked up): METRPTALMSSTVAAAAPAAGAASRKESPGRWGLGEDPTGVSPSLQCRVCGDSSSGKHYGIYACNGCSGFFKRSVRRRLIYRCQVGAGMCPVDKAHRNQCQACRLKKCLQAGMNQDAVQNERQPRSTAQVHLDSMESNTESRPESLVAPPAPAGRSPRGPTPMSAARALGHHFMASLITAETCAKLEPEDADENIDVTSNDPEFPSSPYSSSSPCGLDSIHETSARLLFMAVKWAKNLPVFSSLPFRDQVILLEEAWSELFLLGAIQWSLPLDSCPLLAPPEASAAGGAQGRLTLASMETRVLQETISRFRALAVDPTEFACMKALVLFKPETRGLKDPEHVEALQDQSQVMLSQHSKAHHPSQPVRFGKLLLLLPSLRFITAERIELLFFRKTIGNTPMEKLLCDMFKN
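system = GST-tagged NR2E3 plus biotinylated RetCOR corepressor | input = 1.35 nM GST-NR2E3 | also added = 7 nM biotin-RetCOR | schedule = 5 h incubation at 4 °C | measured by = TR-FRET with europium anti-GST and streptavidin-D2, 340 nm excitation | read-out = percent loss of FRET ratio relative to control wells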
hiPSC survival – increases survival of single human iPS cells; 0.044% of 360,000 active; survival enhancement, % at 20 µM; hiPSC single-cell survival, ATPlite luminescence; 100% = ROCK inhibitor wells, 0% = DMSO; in the data active = survival enhancement above about 18%;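 also: cells exposed to compounds for 16 hours before the ATP read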
LMP1 NFkB inh – inhibitors of Epstein-Barr LMP1-induced NF-kappaB reporter; LMP1-induced NF-kappaB luciferase reporter cells, luminescence; inhibition, % at 12.5 µM; 0.69% of 350,000 active; AID 504558; in the data active = inhibition above about 41%;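 also: 0% = neutral control wells and 100% = reference inhibitor control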
Shn3 3UTR inh – Schnurri-3 reporter inhibition in Clone20 osteoblasts | 0.52% of 360,000 active | Clone20 osteoblast Shn3 3'UTR firefly luciferase, 24 h | inhibition, % at 12.5 µM;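 active = mean inhibition of at least 75% with every replicate also reaching 75%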;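 also: 0% = median of neutral control wells and 100% = pilot-screen positive control compound; some compounds past the cut are filed as inactive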
HIF-2a block – blocks HIF-2a reporter activity | AID 624352 | 0.72% of 360,000 active | inhibition, % at 18.8 µM | 786-0 RCC cells HIF-2a reporter, luciferase luminescence, overnight;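 active = inhibition of the luminescence signal of 40% or more relative to plate controls, in a single-dose primary screen at 18.75 µM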
Peg3 prom inh – reduces Peg3 promoter-driven luciferase expression in HeLa. HeLa PEG-Prom luciferase reporter, luminescence, overnight. 1.7% of 360,000 active. inhibition, % at 20 µM;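 active = inhibition of at least 50% at 20 µM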
CF NFkB block – blocks PAF-induced NF-kB reporter in cystic fibrosis cells; KKLEB NF-kB-GFP reporter, GFP fluorescence overnight; inhibition, % at 5 µM; 0.86% of 360,000 active; AID 588850;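 active = at least 50% inhibition at 5 µM, scaled per plate between neutral and stimulator controls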;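 also: PAF is a Pseudomonas aeruginosa culture filtrate used as stimulus; plate controls were PAF-stimulated DMSO wells for no effect and unstimulated DMSO wells for full effect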
NR2E3 ag-2 – activates human NR2E3 receptor; Q9Y5X4; CHO-S Gal4-NCOR/VP16-NR2E3 two-hybrid, luciferase; inhibition of corepressor binding, % at 3.98 µM; 0.35% of 360,000 active; AID 602229;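 active = inhibition above the mean of all tested compounds plus 3 SD, cut at about 70% in these data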;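 also: 0% = DMSO with NR2E3 transfected cells and 100% = cells lacking NR2E3 construct; higher means lower luciferase signal from less NR2E3 corepressor binding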
* hit, by the source's call; . = not tested or not shown.

SMILES	KKLEB cytotox	TRAIL sens C8	MITF TRPM1 inh	NR2E3 ag-1	hiPSC survival	LMP1 NFkB inh	Shn3 3UTR inh	HIF-2a block	Peg3 prom inh	CF NFkB block	NR2E3 ag-2
O=C(c1ccccc1)c1cccc2ccccc12	-13	-12	-3	.	-1.5	-2	22	4	24	10	-13
Cc1noc(C)c1C(=O)N1CCN(C(=O)c2sc3cc(Cl)ccc3c2Cl)CC1	5	-4	-4	2	-0.3	-3	21	7	19	8	-9
O=C(Nc1ncc2c(n1)-c1ccccc1OC2)c1ccc(Cl)cc1	12	-12	8	-1	0.8	5	-34	-17	-6	-1	-14
O=C(NNC(=O)C1CCN(Cc2cccc(F)c2)CC1)c1cccc(Cl)c1	-8	8	13	1	-1.2	0	8	16	6	8	-12
O=C(CSc1nc2ncc(Cl)cc2[nH]1)NCC(=O)Nc1ccc(F)c(F)c1F	6	-14	20	6	-0.7	-11	10	13	8	0	-14
CCOc1ccc(S(=O)(=O)N2CCc3cc(OC)c(OC)cc3C2)cc1	-9	9	-7	-2	-0.6	-3	16	15	21	0	7
COc1ccccc1C(=O)NNC(=O)c1ccccc1Br	-5	12	-9	2	-0.4	-5	-13	-57	-31	-8	-7
COc1ccc(OC)c(C(O)c2ncc(-c3cccc4ccccc34)[nH]2)c1 (configuration not stated)	-15	-5	.	.	-0.4	.	3	3	23	4	-12
COc1ccc2cc3cc(C(=O)NCc4cccnc4)oc3nc2c1	-4	7	2	4	2.9	-11	-12	-111	-104	-33	3
COc1ccc2c(c1)cc1n2CCN=C1NN	4	7	-21	1	3.0	-7	-43	-44	-44	-11	-50
CC(O)(c1ccncc1)c1nc(-c2cccc(C(F)(F)F)c2)cs1 (configuration not stated)	4	2	.	.	-1.3	.	85*	10	18	-12	85*
O=C(NCc1ccccc1)c1ccc(COCC(F)(F)F)o1	-5	-15	5	2	0.9	-4	-17	-3	12	12	5
Cn1nnnc1NCc1cccc(Cl)c1	5	-35	-3	0	0.2	1	-1	-2	-2	-11	-26
CC(=O)c1cc(C#N)c(SCc2ccccc2C#N)nc1C	-11	8	1	2	9.9	-1	-9	-16	-17	9	-19
Cc1ccc2nc(NC(=O)C3CCN(S(=O)(=O)c4cccs4)CC3)sc2c1	10	25	21	8	9.0	9	70	3	14	-2	-24
CCC(CC)c1nc(C(N)=O)c2[nH]c(=O)n(-c3ccc(OC)c(OC)c3)c2n1	-6	-7	-3	3	0.9	5	-20	9	10	20	-5
Cc1ccc(S(=O)(=O)C2CS(=O)(=O)CC2O)cc1 (configuration not stated)	-2	-14	1	0	4.1	-3	-2	5	12	6	4
CCCc1cc(=O)[nH]c(SCC(=O)Nc2c(C)n(C)n(-c3ccccc3)c2=O)n1	-12	-3	2	.	2.7	0	7	-1	11	10	-19
Cc1ccc(-n2nc(C)c3c(C)c(CCC(=O)O)c(C)nc32)cc1C	11	-11	16	0	0.2	-6	4	8	15	5	-1
Fc1cccc(COc2ccccc2CNc2ccccc2)c1	-8	1	7	1	-2.2	-19	-3	14	7	5	-13
COc1ccc(C(c2nnnn2C(C)(C)C)N2CCN(C/C=C/c3ccccc3)CC2)cc1 (configuration not stated)	-22	-1	.	.	0.0	.	-23	-8	-20	20	-2
COc1ccc(/C=N/NC(=O)c2[nH]ncc2Br)c(OC)c1	5	-12	-43	0	-1.5	4	0	-142	-85	7	-49
Cc1nnc(N2C(=O)C(=O)/C(=C(/O)c3ccc4c(c3)CC(C)O4)C2c2ccccc2F)s1 (configuration not stated)	6	-3	-2	7	2.7	-11	-10	-69	-11	10	-31
Cc1ccccc1-c1nc(CS(=O)CC(=O)NCc2ccccc2)c(C)o1 (configuration not stated)	2	-2	-2	4	0.4	-6	4	6	4	-5	-9
O=C1NC2(CCCCCC2)Cc2ccccc21	-17	2	6	2	-0.1	-4	-17	-9	21	26	-14

Among those listed so far, these contain a furan ring, fused or not:
SMILES	KKLEB cytotox	TRAIL sens C8	MITF TRPM1 inh	NR2E3 ag-1	hiPSC survival	LMP1 NFkB inh	Shn3 3UTR inh	HIF-2a block	Peg3 prom inh	CF NFkB block	NR2E3 ag-2
COc1ccc2cc3cc(C(=O)NCc4cccnc4)oc3nc2c1	-4	7	2	4	2.9	-11	-12	-111	-104	-33	3
O=C(NCc1ccccc1)c1ccc(COCC(F)(F)F)o1	-5	-15	5	2	0.9	-4	-17	-3	12	12	5

(further entries)
SMILES	KKLEB cytotox	TRAIL sens C8	MITF TRPM1 inh	NR2E3 ag-1	hiPSC survival	LMP1 NFkB inh	Shn3 3UTR inh	HIF-2a block	Peg3 prom inh	CF NFkB block	NR2E3 ag-2
O=c1[nH]cnc2cc(-c3ccc(Br)cc3)sc12	-6	39	-57	6	-0.5	-10	-62	-250	-279	-9	-72
O=C1CSC(=S)N1N=Cc1cccc(OCc2ccccc2)c1	10	-10	.	.	0.3	0	-4	-42	-46	-15	-45
CC(C)(C)Cc1c(-c2ccc(Cl)cc2)nc2ccc(Br)cn12	-2	17	.	.	-0.7	-10	-5	-45	-8	6	-46
Cc1ccc(NC(=O)CN(C)S(=O)(=O)c2cccc3cccnc23)cc1C	12	-13	.	1	2.8	5	0	-16	-11	-17	-22
Cn1nc(C(=O)NC2CCCCCC2)ccc1=O	-2	-10	7	-5	4.8	3	-12	11	-7	-6	7
O=C(CCCn1nnnc1CN1CCOCC1)N1CCN(c2ccccc2F)CC1	-6	-16	5	-5	0.0	3	-14	13	-2	-1	-7
CCn1ncc(Cl)c1C(=O)NC(=S)Nc1ccccc1Br	-7	-16	3	-1	1.0	4	2	-46	0	24	-38
CCOc1ccc(N(C(C)C(=O)NC(C)CC)S(C)(=O)=O)cc1 (configuration not stated)	9	-6	4	0	-1.4	2	-18	25	4	5	-30
O=C(O)c1ccc(NCc2cccc(Br)c2)cc1	10	-5	8	3	2.6	-7	-8	-2	13	20	12
Cc1ccc(NC(=O)CC2S/C(=N/N=C/c3ccco3)NC2=O)cc1Cl (configuration not stated)	10	-5	-7	1	2.1	-10	5	21	18	-5	-17
CC[C@]12c3[nH]c4ccc(Cl)cc4c3CCN1C(=O)[C@@H](CC(=O)NCc1ccco1)C[C@@H]2C(=O)N1CCN(C(=O)c2ccco2)CC1	0	-17	-4	.	2.4	-25	3	-2	-7	-12	-35
Cc1cc(Br)c(NC(=O)COn2nnc3ccc(S(C)(=O)=O)cc32)c(Br)c1	7	-8	4	1	-0.3	-7	4	16	27	6	10
Cc1cc(Br)c(NC(=O)CCl)c(Br)c1	11	13	-13	3	1.3	-57	22	10	1	-11	12
O=C(OCC(=O)N1CCc2ccccc21)[C@@H]1CCCN1S(=O)(=O)c1ccccc1F	-3	0	0	-2	-0.3	-9	19	1	-10	-11	14
COc1cc(/C=N/n2cnnc2)ccc1OCCOc1ccccc1	-8	2	-54	-3	-1.8	10	-15	15	-37	2	-19
OCCCCCN=c1cc(-c2ccccc2)oc2ccc(Cl)cc12	-14	8	-1	0	-1.3	-29	-26	-76	-12	-84	-54
COc1cc(/C=N/NC(N)=O)ccc1OC(=O)c1ccco1	20	2	1	-3	0.0	6	-2	11	7	-19	-26
COc1ccc(C(=O)Nc2nc(N3C(=O)c4ccccc4C3=O)n(-c3ccccc3)n2)cc1	13	6	-3	5	-1.8	-1	-3	-4	-3	-18	-3
Cc1noc(C)c1S(=O)(=O)Nc1ccc2c(c1)C(=O)N([C@H](C)CO)C[C@H](C)[C@@H](CN(C)C(=O)Nc1ccc(C(F)(F)F)cc1)O2	1	-1	-8	.	-1.7	4	3	7	15	-4	-10
COc1ccc(OCC(=O)N2CCc3ccccc32)c([N+](=O)[O-])c1	-7	-1	.	.	1.8	-21	-11	-191	-170	7	-64
Cn1c(=NC(=O)CSCC(=O)N2CCCCC2)sc2ccccc21	-2	-8	-12	0	-1.3	4	-7	-26	-3	5	-21
CCOC(=O)N1CCc2c(sc(NC(=O)CN(CC)CC)c2C#N)C1	-9	-3	-12	0	-0.9	-9	2	18	4	21	-1
COc1ccc(C(=O)N2CCN(C3CCCCC3)CC2)c(OC)c1	9	0	-1	2	2.7	-2	21	7	-8	-4	-49
Cc1nc2c(sc3nc4c(cc32)COC(C)(C)C4)c(=O)n1CC(=O)NCc1ccco1	-7	31	-2	1	-1.6	12	-75	-161	-155	16	-198
COc1ccccc1C(=O)Nc1c(-c2ccccc2)nc2ccccn12	7	-20	5	-2	-0.1	-14	11	-3	-2	-7	-12
(listing goes on)
SMILES	KKLEB cytotox	TRAIL sens C8	MITF TRPM1 inh	NR2E3 ag-1	hiPSC survival	LMP1 NFkB inh	Shn3 3UTR inh	HIF-2a block	Peg3 prom inh	CF NFkB block	NR2E3 ag-2
CCCC(CCC)c1nc2ccncc2[nH]1	-10	0	9	-2	-1.5	-1	14	11	3	-3	-17
CCC(C)[C@H](NC(=O)NC(C)C)C(=O)O (some centres not stated)	0	-9	-9	1	-1.3	0	0	14	5	3	-6
COc1ccc(/C=C/C(=O)OCC(=O)NCCNC(=O)COC(=O)/C=C/c2ccc(OC)cc2)cc1	5	8	4	3	-0.4	3	-6	8	-8	-18	-22
Cc1ccc(S(=O)(=O)N2CCCOC2CNC(=O)C(=O)NC2CCCCC2)cc1 (configuration not stated)	-21	-6	10	1	0.8	-23	2	-7	9	10	2
COc1cc(N)c(Cl)cc1C(=O)OCC(=O)Nc1ccc(N2CCOCC2)cc1	8	1	6	.	-0.1	0	-61	17	6	-13	-3
COc1cc(O)c(C(CCN2CCOCC2)c2ccc(N(C)C)cc2)c(OC)c1 (configuration not stated)	10	2	-6	4	-1.9	-3	4	7	0	-4	6
O=C(CSc1nc(C(F)(F)F)cc(=O)[nH]1)Nc1cccc2ccccc12	1	24	6	-1	-0.2	0	23	7	8	14	13
OCCNCC(O)CN1c2ccccc2Sc2ccccc21 (configuration not stated)	-1	-1	-14	.	-0.7	0	12	9	8	14	-15
O=C(O)c1ccc2c(c1)S(=O)(=O)N=C1CCCCCN12	15	11	6	-4	-0.7	4	22	-2	1	-24	29
CCCOc1nnnn1-c1ccccc1	-6	27	-3	-2	1.4	2	-22	9	12	13	-7
Cn1c(-c2ccc(CN3CCCCC3)o2)nc2ccccc21	3	-1	-41	-1	-1.8	-33	-89	-181	-188	1	-73
COc1ccc2nc(N3C(=O)CC(C(C)c4ccccc4)C3=O)sc2c1 (configuration not stated)	-15	5	16	-2	1.3	2	2	-9	15	10	-4
CS(=O)(=O)N1CCN(c2ccccc2NC(=O)c2cccnc2)CC1	0	-11	-8	2	-0.7	-2	-12	-4	3	2	1
COc1cc(C)c(Cl)cc1S(=O)(=O)N1CCCC1	7	-13	-1	1	0.6	-6	-9	12	22	1	-8

These rows are one share of the data. The share of hits here may be higher or lower than overall.
